Neddylation inh: inhibitors of human cullin neddylation; P61081+Q13564; AID 651699; 360,000 tested, 0.58% active; calls only at 25 µM; TR-FRET cullin neddylation, biochemical; in the data active = inhibition above about 36%
NadD block: blocks S. aureus nicotinate mononucleotide adenylyltransferase | 360,000 tested, 0.78% active | purified NadD enzyme, colorimetric absorbance read-out | AID 602399 | inhibition, % at 20 µM; in the data active = inhibition above about 26%; note: some compounds past the cut are filed as inactive
DNMT1 block: inhibitors of human DNMT1. 360,000 tested, 0.83% active. inhibition (reported as % activation of signal), % at 10 µM. DNMT1 molecular beacon, Hinp1I cleavage, fluorescence. P26358; in the data active = inhibition above about 50%
STEP block: blocks human striatal-enriched tyrosine phosphatase; recombinant STEP, OMFP fluorogenic substrate, fluorescence; inhibition, % at 20 µM; 360,000 tested, 0.25% active;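 active = inhibition at 20 µM, scaled per plate between control wells, above about 37%, limit read from the data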;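 note: 0% = DMSO with enzyme and substrate and 100% = substrate only without enzyme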
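System: STEP phosphatase, cell-free reaction; Buffer or medium: Bis-Tris pH 6.0 buffer with DTT, detergent; Incubation: 20 min at room temperature, dark; Measured by: fluorescence, 480/540 nm.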
Rin1 Abl inh: human Rin1-Abl interaction inhibition; P00519+Q13671; TR-FRET Rin1/Abl binding, biochemical; inhibition, % at 7.35 µM; 360,000 tested, 0.4% active; AID 588664; in the data active = inhibition above about 5%, passing the limit was not always enough
Rpn11 inh: blocks the human proteasome subunit Rpn11 | human 26S proteasome, Ub4-pepOG fluorescence polarization; 20S core pre-blocked with epoxomicin | calls only at 20 µM | 360,000 tested, 0.59% active;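 active = inhibition at 20 µM, scaled to each plate's controls, above about 33%, limit read from the data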
Target sequence (O00487 whole entry, looked up): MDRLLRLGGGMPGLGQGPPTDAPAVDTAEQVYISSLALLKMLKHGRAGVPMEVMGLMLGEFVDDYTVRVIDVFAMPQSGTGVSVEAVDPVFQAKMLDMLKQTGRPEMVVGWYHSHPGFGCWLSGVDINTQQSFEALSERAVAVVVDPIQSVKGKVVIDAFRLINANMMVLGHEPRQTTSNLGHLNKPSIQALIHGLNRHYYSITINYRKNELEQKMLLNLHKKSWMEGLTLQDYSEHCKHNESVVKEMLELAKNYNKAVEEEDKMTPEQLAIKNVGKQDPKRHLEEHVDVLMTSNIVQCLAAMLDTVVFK
LMPTP block: blocks human LMPTP phosphatase | recombinant LMPTP-A, OMFP fluorogenic substrate, fluorescence intensity | 360,000 tested, 0.22% active | inhibition, % at 20 µM | P24666 | AID 651560;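 active = compounds that cut the enzyme signal by at least half of the control window in the single-dose screen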;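 note: plate controls were DMSO wells with enzyme plus substrate for no effect and substrate without enzyme for full effect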
Target sequence (P24666 whole entry, looked up): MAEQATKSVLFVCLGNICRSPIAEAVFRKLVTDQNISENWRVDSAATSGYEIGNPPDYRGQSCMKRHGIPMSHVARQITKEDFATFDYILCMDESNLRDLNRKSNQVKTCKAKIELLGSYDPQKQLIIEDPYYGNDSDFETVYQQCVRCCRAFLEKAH
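Test system: LMPTP-A, protein tyrosine phosphatase of low molecular weight; Input: 0.625 nM enzyme; Incubation: 50 min dark incubation at room temperature; Signal: endpoint fluorescence intensity from OMFP dephosphorylation; Read-out basis: % inhibition versus control wells.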
SUMO1-SIM PPI: modulators of human SUMO1-mediated protein-protein interactions | P63165 | SUMO1 binding to a labelled peptide, TR-FRET, 1 h | 360,000 tested, 0.33% active | inhibition, % at 20 µM; in the data active = inhibition above about 37%
CSN deneddyl inh: inhibitors of human CSN-mediated cullin deneddylation; Q92905; Purified CSN, SCF-Nedd8-OG deneddylation, fluorescence polarization; inhibition, % at 12.5 µM; 360,000 tested, 0.38% active;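 active = pattern-corrected inhibition above about 35%, with an unprinted fluorescence ratio check between 0.5 and 1.5, limit read from the data, passing the limit was not always enough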;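 note: 0% = enzyme with substrate and 100% = substrate without enzyme; some results filed as inactive read as strong as hits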
Target sequence (Q92905 whole entry, looked up, one chain of several): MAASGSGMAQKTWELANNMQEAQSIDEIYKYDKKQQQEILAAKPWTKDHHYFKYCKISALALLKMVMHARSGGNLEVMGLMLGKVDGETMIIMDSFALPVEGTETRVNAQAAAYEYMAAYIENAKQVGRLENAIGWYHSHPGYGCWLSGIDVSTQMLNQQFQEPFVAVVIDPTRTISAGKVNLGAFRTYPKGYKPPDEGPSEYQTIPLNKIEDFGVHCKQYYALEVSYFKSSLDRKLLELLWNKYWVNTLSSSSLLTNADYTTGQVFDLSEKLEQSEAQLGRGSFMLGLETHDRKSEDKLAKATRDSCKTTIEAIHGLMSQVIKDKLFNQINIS
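assay system = purified human Csn5 enzyme expressed in HEK293T cells | amount = 0.24 nM enzyme | buffer or medium = Tris/NaCl/DTT buffer, pH 7.5 | reagent = 10 nM SCFSkp2-Nedd8OG | compound = one concentration, 12.5 µM, 0.25% DMSO | times = 90 min reaction at room temperature | signal = FP | read-out basis = % inhibition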
Scp-1 inhibitor: inhibitors of human Scp-1 phosphatase; Q9GZU7; Recombinant Scp1, phosphopeptide, malachite green phosphate absorbance; inhibition, % at 20 µM; 340,000 tested, 0.88% active;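 active = inhibition above about 50% at 20 µM, limit read from the data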;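 note: plate controls were DMSO wells with enzyme for no effect and wells lacking enzyme for full effect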
Target sequence (Q9GZU7 76-261 limits assumed): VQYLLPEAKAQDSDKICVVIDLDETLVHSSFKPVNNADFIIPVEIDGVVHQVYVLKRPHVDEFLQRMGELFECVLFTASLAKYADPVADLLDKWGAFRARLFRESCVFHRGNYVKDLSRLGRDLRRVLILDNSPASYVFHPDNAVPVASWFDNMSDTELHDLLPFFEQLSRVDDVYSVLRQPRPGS
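Material: truncated SCP-1 phosphatase (76-261aa) / Buffer or medium: 50 mM Tris acetate pH 5.5, 0.005% Tween-20, 10 mM MgCl2 / Compound dosing: one concentration, 20 µM, with 1.0% DMSO / Incubation: 45 min room-temperature reaction, 5 min colour, 30 min stabiliser / Detection: colorimetric free-phosphate detection, absorbance 630 nm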
* marks the source's active call; other numbers are inactive results; i = inactive; nt = no result given; + = active, no number.

Sample of the layout, five compounds:
SMILES	Neddylation inh	NadD block	DNMT1 block	STEP block	Rin1 Abl inh	Rpn11 inh	LMPTP block	SUMO1-SIM PPI	CSN deneddyl inh	Scp-1 inhibitor
Cc1ccc(-c2nc(CN3CCCCC3CCN3CCCC3=O)c(C)o2)o1 (configuration not stated)	i	-3	-6	-5	1	+	1.7	-7	-5	-5
CCCNC(=O)C(NS(=O)(=O)c1cccc2nsnc12)c1ccccc1 (configuration not stated)	i	-6	0	4	-1	i	-1.0	-23	3	-2
O=C(c1ccc(Br)c([N+](=O)[O-])c1)N1CCN(Cc2ccccc2)CC1	i	0	-8	-2	-1	i	-0.8	-8	-2	-4
COc1ccc(CC(=O)OCC(=O)c2ccc(S(=O)(=O)N3CCCCC3)cc2)cc1	i	2	-1	4	6	i	2.7	1	2	-13
CCOC(=O)c1cccc(NC(=O)C2(S(=O)(=O)c3ccc(C)cc3)CC2)c1	i	-9	3	-1	-2	i	-0.4	15	5	-4

The listing, repeating the preview:
SMILES	Neddylation inh	NadD block	DNMT1 block	STEP block	Rin1 Abl inh	Rpn11 inh	LMPTP block	SUMO1-SIM PPI	CSN deneddyl inh	Scp-1 inhibitor
Cc1ccc(-c2nc(CN3CCCCC3CCN3CCCC3=O)c(C)o2)o1 (configuration not stated)	i	-3	-6	-5	1	+	1.7	-7	-5	-5
CCCNC(=O)C(NS(=O)(=O)c1cccc2nsnc12)c1ccccc1 (configuration not stated)	i	-6	0	4	-1	i	-1.0	-23	3	-2
O=C(c1ccc(Br)c([N+](=O)[O-])c1)N1CCN(Cc2ccccc2)CC1	i	0	-8	-2	-1	i	-0.8	-8	-2	-4
COc1ccc(CC(=O)OCC(=O)c2ccc(S(=O)(=O)N3CCCCC3)cc2)cc1	i	2	-1	4	6	i	2.7	1	2	-13
CCOC(=O)c1cccc(NC(=O)C2(S(=O)(=O)c3ccc(C)cc3)CC2)c1	i	-9	3	-1	-2	i	-0.4	15	5	-4
Cc1cc(C(=O)CCl)c(C)n1-c1cccc([N+](=O)[O-])c1	i	-6	15	-2	0	i	-1.4	-9	0	0
C=CCc1ccccc1OCCSc1nc2ccc([N+](=O)[O-])cc2s1	i	5	5	1	0	i	2.5	-1	1	-8
O=C(NCCN1CCOCC1)c1cccc(S(=O)(=O)Nc2cc(Cl)ccc2Cl)c1	i	-3	-1	0	1	i	-1.1	7	-2	4
COC(=O)C1C2C=CC3(CN(c4cccc(C)c4)C(=O)C13)O2 (configuration not stated)	i	-5	24	3	2	i	-0.7	-3	5	23
CC(=O)c1cc2c(s1)-c1cc(F)ccc1OC2	i	-5	9	6	0	i	0.9	-27	-2	-9
Cc1cc(SCC(=O)c2cccs2)n2nc(C)c(-c3ccccc3)c2n1	i	3	-6	-1	2	i	2.6	-6	-1	4
C=CCOc1ccccc1CNn1c(C)n[nH]c1=S	i	-2	-7	0	-1	i	-6.4	2	2	nt
COCCn1cnc2c1c(=O)n(CC(=O)NC1CCCCC1)c(=O)n2Cc1ccccc1	i	-5	-1	-2	-2	i	-0.9	9	5	nt
O=C(O)C1CCCCC1C(=O)N1CCCC1 (configuration not stated)	i	-4	1	0	2	i	-0.2	0	-1	-6
CN(C)CCN(C(=O)CCc1ccccc1)c1nc2c(F)cc(F)cc2s1	i	-6	6	2	0	i	-1.2	0	-1	-5
COc1ccc(N2CCN(C(=O)CNS(=O)(=O)c3ccc(C)c(C)c3)CC2)cc1	i	-5	0	1	0	i	-1.2	-5	-5	-3
C=CCNC(=S)NNC(=O)c1ccco1	i	2	-1	-1	3	i	-0.4	1	-1	-4
Cc1nn(-c2ccccc2)c2c1C(c1ccc(F)cc1F)C(C#N)=C(N)O2 (configuration not stated)	i	4	-16	4	5	i	0.3	1	-2	-4
CCOc1cc(C2C(C#N)=C(N)Oc3n[nH]c(CC)c32)ccc1OCCN1CCOCC1 (configuration not stated)	i	7	-7	-2	3	i	2.4	-6	4	-2
CC1CCCN(S(=O)(=O)c2ccc(NC(=O)CN3CCCCC3)cc2)C1 (configuration not stated)	i	-6	-1	0	2	i	0.0	1	-1	0
Cc1c(/C(O)=C2\C(=O)C(=O)N(CCN(C)C)C2c2ccccc2)cnn1-c1ccccc1 (configuration not stated)	i	5	-4	1	-1	i	-1.5	-10	-2	-1
FC(F)(F)c1cccc(N2CCN(C3CC4CCC3C4)CC2)c1 (configuration not stated)	i	-2	1	1	4	i	-2.3	3	-3	-2
CCOc1ccc(CCNC(=O)COC(=O)c2cc(S(=O)(=O)N3CCOCC3)ccc2F)cc1OCC	i	0	-3	-1	0	i	0.3	-1	2	-4
Cc1ccc(S(=O)(=O)c2nc(S(C)(=O)=O)sc2NCc2ccc3c(c2)OCO3)cc1	i	-1	2	-2	0	i	-0.1	-1	-8	-18
CC(=O)Nc1ccc(S(=O)(=O)NN=Cc2ccc(Cl)c(Cl)c2)cc1	i	-1	-6	-3	2	i	-1.2	-12	4	5
O=C(COc1ccc(Br)cc1CO)Nc1ccc(S(=O)(=O)N2CCCCC2)cc1	i	-9	-13	-2	4	i	0.6	-2	4	-4
CCCCC(CC)Cn1c(O)c(/C=C2\C=NN=C2c2ccccc2)sc1=S (configuration not stated)	i	-9	0	1	3	i	1.3	3	2	-16
N#CCN(C(=O)COC(=O)C1CC2CCCC(C1)C2=O)c1ccccc1 (configuration not stated)	i	-1	0	1	-6	i	0.1	-5	2	1
CC[C@@]1(C(=O)OC)N[C@H](CN(C)S(=O)(=O)c2ccc(C(C)(C)C)cc2)[C@@H]2C(=O)N(C)C(=O)[C@@H]21	i	4	4	-3	2	i	-0.5	3	-2	-8
Cc1ccccc1NNC(N)=S	i	-7	1	-1	0	i	0.0	-2	0	0
COc1ccc(C(=O)N2CCCC(Nc3ccc(F)cc3)C2)c(OC)c1 (configuration not stated)	i	-1	0	3	-1	i	0.8	-2	7	-2
Cc1ccccc1-n1c(=S)[nH]c2nc3c(cc2c1=O)COC(C)(C)C3	i	-4	-1	0	-1	i	-0.7	-4	-1	-7
N/C(COc1ccccc1)=N\NS(=O)(=O)c1ccccc1	i	-4	2	1	2	i	-2.8	2	3	-4
CN(c1ccc(OCC(=O)N2CCC(C(N)=O)CC2)cc1)S(=O)(=O)c1cccs1	i	9	-3	0	-4	i	-1.1	3	3	-7
O=C(Nc1ccc(N2CCCC2)c(Cl)c1)c1ccccc1F	i	-8	-2	-2	0	i	0.7	6	0	nt
CC1CCCN(C(=O)CN2C(=O)NC3(CCCCC3C)C2=O)C1 (configuration not stated)	i	-3	1	1	4	i	-0.6	2	3	-9
CCOc1cc(N2CCOCC2)c(OCC)cc1NS(=O)(=O)c1ccc(Cl)s1	i	0	-10	-1	0	i	13	-2	8	4
c1c(CC2CCCC2)nnn1C[C@H]1CC[C@@H]([C@@H]2CC[C@H](Cn3cc(CC4CCCC4)nn3)O2)O1	i	4	2	-3	3	i	0.2	-2	3	-5
CC(=O)Nc1ccc(/C=N/N2C(C)CCCC2C)cc1 (configuration not stated)	i	-1	-5	0	-4	i	-1.9	5	-1	-7
CC(C)=CC(=O)Nc1ccccc1C(N)=O	i	-3	3	0	2	i	0.2	-3	3	7
CCOC(=O)c1c(C)n(C)c2ccc(OCC(N)=O)cc12	i	3	-3	-1	-5	i	1.4	1	-8	-10
CC(=O)N(Cc1cc2ccccc2[nH]c1=O)c1ccc(C)cc1	i	-1	1	1	-2	i	0.7	4	-4	-4
C/C(=N\NC(=O)CN(c1ccc(Oc2ccccc2)cc1)S(C)(=O)=O)C(C)(C)C	i	0	-6	-3	4	i	0.4	-4	-1	1
Cc1ccc(NC(=O)N2CCC(O)(c3ccc(Cl)cc3)CC2)cc1	i	-1	2	-2	-2	i	-0.5	-3	-6	-11
C[C@H](CO)N1C[C@H](C)[C@@H](CN(C)C(=O)NC2CCCCC2)Oc2c(NS(=O)(=O)c3ccc(F)cc3)cccc2C1=O	i	-2	-2	-1	3	i	-0.5	16	-3	4
CCOC(=O)c1[nH]c(C)c(/C(O)=C2\C(=O)C(=O)N(CCN3CCOCC3)C2c2ccco2)c1C (configuration not stated)	i	1	-3	-1	1	i	-1.8	4	-3	-2
Cc1cccc(N(CC(=O)O)CC(=O)O)c1	i	1	-2	-2	1	i	-0.9	1	0	-11
CCOC(=O)c1cnc2c(Cl)c(Cl)ccc2c1N1CCN(C)CC1	i	-9	4	3	-6	i	-2.3	-15	3	-5
O=c1n(-c2ccc(Br)cc2)cnn1-c1ncccc1[N+](=O)[O-]	i	-5	2	1	-1	i	-0.8	-17	6	2
CC1(c2nnnn2-c2ccc3c(c2)OCCO3)CCC(=O)N1CCc1c[nH]c2ccccc12 (configuration not stated)	i	-3	nt	nt	nt	nt	-0.9	3	-1	nt

The list goes on:
SMILES	Neddylation inh	NadD block	DNMT1 block	STEP block	Rin1 Abl inh	Rpn11 inh	LMPTP block	SUMO1-SIM PPI	CSN deneddyl inh	Scp-1 inhibitor
O=C(NC1CCCC1)C(c1ccccn1)N(C(=O)c1csnn1)C1CCCCC1 (configuration not stated)	i	-4	-1	2	3	i	-1.4	4	1	1
CC1CCC(NC(=O)C(NC(=O)c2ccccc2)C(C)C)CC1 (configuration not stated)	i	3	11	1	0	i	-1.0	1	10	9
Cc1ccc(O)c(CC(C)C)n1	i	-2	1	-2	-2	i	-0.8	0	-2	0
CCCCCCn1cc(C(=O)O)c(=O)c2cc(F)c(N3CCCCC3)cc21	nt	9	0	2	-9	i	26	-2	3	1
O=C1CCCN1S(=O)(=O)c1ccccc1	i	5	0	0	-3	i	1.2	5	-19	-7
Cc1ccc(-n2cc(CNCCCN3CCCC3=O)c(-c3ccc(F)cc3)n2)cc1	i	-5	0	-3	-1	i	-0.7	0	-1	-10
Cc1ccc(-c2cc(O)cc3sc(=O)oc23)cc1C	i	-6	0	1	-2	i	1.0	-1	1	-11
CCOC(=O)CSc1nc(CC)nc2ccccc12	i	-11	0	-1	-16	i	-0.1	2	0	-3
C=CCNC(=O)c1ccc(-c2nc3ccccc3nc2-c2ccccc2)cc1	i	-5	-11	1	-3	i	1.4	-28	1	-13
CC(C)OC(=O)c1ccc(NC(=O)C2C3CC4OC(=O)C2C4C3)cc1 (configuration not stated)	i	-2	5	3	1	i	-0.6	-2	3	-4
CCOC(=O)CC(=O)CSc1nc2ccc(OC)cc2cc1C	i	-1	-2	-1	3	i	-0.1	-13	-5	1
CCn1c(SCC(=O)Nc2nccs2)nnc1-c1ccccc1	i	-3	1	-12	1	i	-2.4	-1	-5	1
CCc1ccc(CNc2ccc3c(c2)ncn3C)cc1	i	3	0	1	-1	i	-1.0	-4	1	0

Screening results (PubChem BioAssay)
